Rac1 GTP hydrolysis = MgcRacGAP GTPase-activating activity inhibitors, confirmation, biochemical, ADP Hunter fluorescence; hit rate 0.6% among 340,000; MgcRacGAP-stimulated Rac1 GTP hydrolysis, ADP Hunter fluorescence; higher % means a stronger effect; GST-tagged Rac1 F28L mutant substrate; inhibition, % at 30 µM; hits with a dose series show IC50 in µM;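 active = first-screen hits whose inhibition reached a set limit at any dose in the follow-up dose series; inconclusive = inhibition above the set first-screen limit but never retested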;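 also: fluorescence reports GDP produced by GAP-driven GTP hydrolysis; strong numbers were not always called active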
Large T inhibition = TAg ATPase/helicase activity blockers – biochemical (AID 1903) | hit rate 0.39% among 310,000 | SV40 large T antigen ATPase/helicase inhibition assay; higher % means a stronger effect | inhibition, % at 20 µM, or IC50 in µM where a hit was titrated; in the data active = a potency from the dose series; inconclusive = inhibition mostly from about 32% at the one dose, without a potency; inactive = the rest, 99 in 100 with inhibition below about 32%; also: strong numbers were not always called active
GPR55 antagonists = inhibition of LPI-stimulated GPR55 beta-arrestin translocation – imaging, U2OS, beta-arrestin-GFP, LPI agonist, primary screen (AID 2013). one-dose inhibition, % at 10 µM; IC50 in µM for titrated hits. hit rate 0.13% among 290,000. U2OS GPR55 beta-arrestin-GFP translocation imaging, LPI antagonism; higher % means a stronger effect;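 active = spots per cell inhibited over 60%, with over 100 cells counted and total cytoplasm intensity under 500,000; inconclusive = wells with under 100 cells, flagged as likely toxic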;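 also: U2OS cells stably carrying GPR55 and arrestin-GFP stimulated by 5 µM LPI near EC80; imaged beta-arrestin-GFP aggregate spots per cell after agonist stimulation; plate controls were LPI-stimulated DMSO wells for no effect and DMSO wells without LPI for full effect; some results filed as inactive read as strong as hits; confirmed hits need IC50 under 10 µM and bright autofluorescent wells are also inconclusive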
AID2073 = disruptors of CaV2.2 binding to Mint1 – biochemical, HTRF (AID 2073); inhibition, % at 20 µM; hits with a dose series show IC50 in µM; HTRF protein-protein interaction, Mint1-CaV2.2; higher % means a stronger effect; hit rate 0.19% among 290,000; in the data active = inhibition mostly above about 51%, no sharp cut-off; inconclusive = no clear call, values can overlap the other calls; inactive = mostly below about 53%; also: some results filed as inactive read as strong as hits
GPR35 arrestin U2OS = inhibition of zaprinast-stimulated GPR35 beta-arrestin translocation – imaging, U2OS, beta-arrestin-GFP, zaprinast agonist, primary screen (AID 2058) | one-dose inhibition, % at 10 µM; IC50 in µM for titrated hits | hit rate 0.052% among 290,000 | U2OS GPR35 beta-arrestin-GFP translocation imaging, zaprinast antagonism; higher % means a stronger effect;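 active = inhibition of at least 50% with at least 30 cells and total cytoplasm GFP at most 10,000,000; inconclusive = under 30 cells or total GFP of 10,000,000 plus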
Yfh1-off respiration = enhancers of respiration in Yfh1-depleted yeast, dose response, Friedreich's ataxia, plus single-dose screen (AID 1465); S. cerevisiae Yfh1-off respiration, WST-1 reduction, 72 h; higher fold induction means a stronger effect; fold induction at 50 µM, or EC50 in µM where a hit was titrated; hit rate 0.074% among 220,000;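 active = fold induction of absorbance versus untreated yeast above a set limit, then at least 30% activation at any dose in follow-up; inconclusive = repeats straddling the limit, or above it without dose testing; inactive = fold induction below the set limit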;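 also: activators that raise dye reduction in frataxin-depleted yeast; strong numbers were not always called active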
NTR1 agonist = NTR1-driven beta-arrestin-GFP spot formation – imaging, U2OS cells, high content, primary screen (AID 493036). P30989. agonist mode. activation, % at 20 µM. hit rate 0.17% among 330,000;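 active = activation at or above 40% of the spot to cytoplasm intensity ratio, with at least 20 cells analyzed; inconclusive = wells under 20 cells, flagged as cytotoxic or low count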;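 also: 0% = DMSO without peptide and 100% = 100 nM NTR1 peptide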
Target sequence (P30989 whole entry, looked up): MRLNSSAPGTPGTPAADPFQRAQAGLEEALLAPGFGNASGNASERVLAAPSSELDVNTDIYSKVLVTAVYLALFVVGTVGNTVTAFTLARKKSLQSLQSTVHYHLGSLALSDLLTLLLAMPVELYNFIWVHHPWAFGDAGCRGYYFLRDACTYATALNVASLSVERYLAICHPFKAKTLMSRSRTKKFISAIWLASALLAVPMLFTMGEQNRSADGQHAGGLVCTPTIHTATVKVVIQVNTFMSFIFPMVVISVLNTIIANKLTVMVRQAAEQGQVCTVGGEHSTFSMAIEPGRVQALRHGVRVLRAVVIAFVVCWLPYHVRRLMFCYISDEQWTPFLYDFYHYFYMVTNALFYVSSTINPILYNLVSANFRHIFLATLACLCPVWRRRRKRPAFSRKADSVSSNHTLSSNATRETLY
Dengue-2 NS5 capping = flavivirus cap methylation enzyme inhibition – biochemical, confirmation dose response, primary screen (AID 588689) | hit rate 0.3% among 340,000 | one-dose inhibition, % at 25 µM; IC50 in µM for titrated hits | Dengue-2 NS5 methyltransferase capping enzyme assay, biochemical; higher % means a stronger effect; in the data active = a potency from the dose series; inconclusive = inhibition above about 29% without an active follow-up result
GPR55 beta-arrestin = GPR55 agonists via beta-arrestin recruitment, primary screen, imaging, U2OS cells, beta-arrestin-GFP redistribution (AID 1961). U2OS GPR55 beta-arrestin-GFP redistribution imaging; higher % means a stronger effect. activation, % at 10 µM; hits with a dose series show EC50 in µM. hit rate 0.048% among 290,000;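 active = activation above 40% with more than 50 cells counted in the well; inconclusive = wells holding fewer than 50 cells, flagged as toxic or sparse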;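 also: U2OS osteosarcoma cells stably expressing GPR55 and beta-arrestin-GFP; plate controls were DMSO negative control for no effect and LPI positive control for full effect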
NTR1 agonist cell count 20 µM = second read-out of NTR1 agonist, no call of its own (marks repeat the call); cell count; measured here: cell count, cytotoxicity flag
Dengue-2 NS5 capping pilot replicate = further read-out of Dengue-2 NS5 capping, marked with its call; inhibition, %; measured here: pilot screen replicate inhibition
An asterisk follows results filed as active; i = inactive; ? = inconclusive; . = not tested or not shown. Not all compounds are listed, so the mix of outcomes need not match the whole.

SMILES | Rac1 GTP hydrolysis | Large T inhibition | GPR55 antagonists | AID2073 | GPR35 arrestin U2OS | Yfh1-off respiration | NTR1 agonist | NTR1 agonist cell count 20 µM | Dengue-2 NS5 capping | GPR55 beta-arrestin | others
CCN1c2nc3c(C)cccn3c(=O)c2CC2(C(=O)N(C)C(=O)N(C)C2=O)C1C (stereo not given) | 7% | 25% | 2% | -1% | 10% | i | -0.5 | 76 | -2% | -0.1%
OC1/C(=C/c2ccc(Cl)cc2Cl)N2CCC1CC2 (stereo not given) | 15% | 3% | -13% | 1% | -23% | i | 2.4 | 53 | -4% | -0.6%
CCOP(=O)(OCC)C(NC(=O)C(Cl)Cl)C(Cl)(Cl)Cl (stereo not given) | 6% | 14% | -1% | 13% | -12% | i | -1.0 | 91 | 0% | -0.1%
Cc1cc(C=C(C#N)C#N)ccc1N1CCCC1 | 15% | . | 0% | 17% | 10% | i | 0.2 | 72 | -82% | -0.1%
CCCCCn1c(N)c(C(=O)NCc2cccs2)c2nc3ccccc3nc21 | . | 1% | 3% | 14% | 17% | i | 9.2 | 62 | . | -0.1%
CCOC(=O)C1=C(N)OC(C)=C(C(=O)OCCOC)C12C(=O)Nc1ccccc12 (stereo not given) | -1% | 5% | -4% | 4% | -3% | i | -0.5 | 77 | 2% | 0.9%
C=CCNC(=S)Nc1ccc(OC(=O)Nc2ccc(Cl)c(Cl)c2)cc1 | 89µM* | . | -8% | 1% | -3% | i | . | . | -1% | -0.1%
NCCc1c[nH]c2ccc(C(N)=O)cc12 | 6% | 7% | . | . | . | . | 0.9 | 46 | -1% | .
COC(=O)C(NC(=S)N1CC2C[C@@H](C1)Cn1c2cccc1=O)C(C)C (stereo not given in full) | -1% | . | -8% | 5% | -5% | . | -0.7 | 86 | -12% | -0.1%
O=P(O)(Oc1ccccc1)OC(c1ccccc1)C(F)(F)C(F)(F)F (stereo not given) | 6% | 2% | 0% | 2% | 5% | i | -0.6 | 70 | -14% | -0.4%
CNC(=O)Oc1ccc(-c2cn3cc(Cl)ccc3n2)cc1 | ? | 58% | 4% | 18% | 26% | i | 3.5 | 62 | -2% | 0.9%
Cc1cc(C)cc(NC(=O)CCNC(=O)N2C[C@H]3C[C@@H](C2)c2cccc(=O)n2C3)c1 | 1% | 17% | -9% | 7% | 10% | . | 0.8 | 73 | -6% | 0.2%

Among those listed so far, these have a halogen:
SMILES | Rac1 GTP hydrolysis | Large T inhibition | GPR55 antagonists | AID2073 | GPR35 arrestin U2OS | Yfh1-off respiration | NTR1 agonist | NTR1 agonist cell count 20 µM | Dengue-2 NS5 capping | GPR55 beta-arrestin | others
OC1/C(=C/c2ccc(Cl)cc2Cl)N2CCC1CC2 (stereo not given) | 15% | 3% | -13% | 1% | -23% | i | 2.4 | 53 | -4% | -0.6%
CCOP(=O)(OCC)C(NC(=O)C(Cl)Cl)C(Cl)(Cl)Cl (stereo not given) | 6% | 14% | -1% | 13% | -12% | i | -1.0 | 91 | 0% | -0.1%
C=CCNC(=S)Nc1ccc(OC(=O)Nc2ccc(Cl)c(Cl)c2)cc1 | 89µM* | . | -8% | 1% | -3% | i | . | . | -1% | -0.1%
O=P(O)(Oc1ccccc1)OC(c1ccccc1)C(F)(F)C(F)(F)F (stereo not given) | 6% | 2% | 0% | 2% | 5% | i | -0.6 | 70 | -14% | -0.4%
CNC(=O)Oc1ccc(-c2cn3cc(Cl)ccc3n2)cc1 | ? | 58% | 4% | 18% | 26% | i | 3.5 | 62 | -2% | 0.9%

(further entries)
SMILES | Rac1 GTP hydrolysis | Large T inhibition | GPR55 antagonists | AID2073 | GPR35 arrestin U2OS | Yfh1-off respiration | NTR1 agonist | NTR1 agonist cell count 20 µM | Dengue-2 NS5 capping | GPR55 beta-arrestin | others
COc1ccccc1N1CCN(Cc2c(F)cccc2F)CC1 | 3% | 9% | 8% | 16% | -7% | i | -0.2 | 55 | -3% | -0.1%
CCn1c(C(=O)N2CCC(C(=O)N3CCC4(CC3)OCCO4)CC2)cc2sccc21 | -5% | 3% | 0% | -2% | 9% | i | -0.8 | 52 | 1% | 0.0%
CC(C)NC(=O)c1ccc(N2CC3CC(C2)c2cccc(=O)n2C3)c([N+](=O)[O-])c1 (stereo not given) | 7% | 15% | -3% | -9% | -8% | i | -0.6 | 50 | -4% | -0.1%
N=C1c2ccccc2CN1CC(=O)c1ccccc1 | 4% | 9% | 12% | 14% | 0% | i | -1.3 | 73 | -5% | 0.1%
CN1CCC(O)(c2ccc(Cl)cc2)C(C(=O)c2ccc(Cl)cc2)C1 (stereo not given) | 10% | 18% | 10% | -9% | -5% | i | 1.1 | 83 | -10% | -0.1%
CCN1CCN(c2ncnc3ccc(Br)cc23)CC1 | 1% | -3% | -6% | -1% | -9% | i | -0.3 | 59 | -2% | -0.1%
COc1ccc(C2(O)CC3CCC(C2)N3c2cc(C)nc(-c3ccccc3)n2)cc1 (stereo not given) | -2% | 0% | 4% | 3% | -4% | i | 3.1 | 53 | 2% | 7.4µM*
C=CCn1c(O)c(C=NCCCOc2ccc(CC)cc2)c(=O)[nH]c1=S | 6% | 26% | 8% | 4% | -10% | i | -1.3 | 38 | 1% | -0.2%
CN(C)C(=O)OCc1n(C)cc[n+]1C | 8% | 7% | 1% | -3% | -13% | i | 3.6 | 55 | -9% | 0.1%
Cc1ccc(C(=O)NC2CC3CCC(C2)N3)cc1 (stereo not given) | 1% | 5% | -6% | 5% | -10% | i | -0.4 | 35 | -2% | -0.6%
C=CCN=C(SCC(=O)c1ccc(Cl)cc1)c1c(O)n(C)c(=O)n(C)c1=O | 1% | 11% | 2% | -24% | 11% | i | 0.2 | 49 | 2% | -0.1%
CN(C)c1ccc(C(=O)N/N=C/C23CC[C@@H](O)CC2(O)CC[C@@H]2[C@@H]3CCC3(C)C(C4=CC(=O)OC4)CCC23O)cc1 (stereo not given in full) | 10% | 22% | 1% | -2% | 15% | i | -1.7 | 50 | -1% | -0.3%
CC(=NCCO)c1c(O)n(C2CCCCC2)c(=O)[nH]c1=O | 5% | 16% | -11% | -8% | 9% | i | -0.9 | 38 | -7% | -0.2%
C=CCn1c(O)c(C(CC)=NCCc2ccccc2)c(=O)[nH]c1=O | -14% | 4% | -8% | 2% | 3% | i | 0.3 | 75 | 2% | -0.1% | Dengue-2 NS5 capping pilot replicate=-0.2
O=C(NC1(C(F)(F)F)Oc2ccc(Cl)cc2O1)N1CCC2(CC1)OCCO2 (stereo not given) | 28% | ? | 3% | -9% | 6% | i | 2.2 | 81 | -14% | -0.2%
CCOC(=O)C1(c2ccccc2)CCN(CC(=O)Nc2cccc3ccccc23)CC1 | 11% | 1% | 1% | 3% | -3% | i | 8.3 | 51 | -2% | -0.2%
COc1ccc(-c2nn(CCC#N)cc2C(=O)O)cc1 | 3% | 6% | 14% | -4% | -6% | i | 0.3 | 46 | -2% | 0.2%
CN1CCC(c2c[nH]c3ccccc23)C1 (stereo not given) | 7% | 6% | 0% | 13% | 6% | i | 1.8 | 86 | -7% | -0.1%
COc1cc(/C=N/n2cnnc2)ccc1OC(=O)N(C)C | 7% | 26% | 5% | -2% | 8% | i | 0.8 | 49 | -1% | -0.1%
O=C(CN1C(=O)CN=C(c2ccccc2)c2ccccc21)NCc1ccco1 | -4% | 23% | 2% | 6% | 11% | i | -2.0 | 44 | 0% | -0.1%
O=C(CCC(=O)N1CCC2(CC1)OCCO2)Nc1nnc(C(F)(F)F)s1 | 3% | 2% | 8% | 12% | 7% | i | 2.6 | 46 | -3% | 0.2%
COC(=O)C1=C(c2cc3ccccc3o2)C[C@@H]2CC[C@H]1N2C(=O)NC1CCCCC1 | 9% | 15% | . | . | . | i | 1.1 | 69 | -6% | .
COc1ccc(N2CCN(CCCN)CC2)cc1 | 15% | . | . | . | . | i | -1.2 | 75 | -6% | .
CCOC(=O)C1=C(C)OC(N)=C(C(=O)OC)C12C(=O)Nc1ccc(Br)cc12 (stereo not given) | 6% | 9% | 6% | 4% | -14% | i | 0.4 | 71 | -2% | -0.2%
O=P(C(c1ccc2c(c1)OCO2)N1CCOCC1)(N1CCOCC1)N1CCOCC1 (stereo not given) | 5% | -1% | 3% | 4% | -5% | i | -0.6 | 50 | -3% | 0.0%
O=c1[nH]c(Cl)ccc1CN1CCOCC1 | 10% | 4% | . | . | . | . | -2.0 | 83 | -4% | .
CCN1CCC2(CC1)NC(CO)(CO)CO2 | 11% | 0% | 16% | 1% | 5% | i | 0.3 | 42 | -2% | 0.0%
Cc1cc(C)n2nc(C)[n+](C)c2n1 | 9% | 11% | -4% | 3% | -7% | i | 3.4 | 49 | -1% | 0.0%
CCCCCCN1CCN(c2ccc(Cl)cc2)CC1 | 7% | -52% | 20% | 4% | -2% | i | -0.6 | 70 | 0% | 0.9%
CCCCC(=O)N/N=C/c1c(O)n(C2CC2)c(=S)[nH]c1=O | 5% | 5% | 12% | -5% | -8% | i | 2.6 | 44 | -1% | 0.5%
O=C1NC(=O)N(c2ccccc2F)C(=O)/C1=C/c1cn(CC(=O)N2CCOCC2)c2ccccc12 | . | 33% | -5% | 34% | 12% | . | 42* | 48* | . | -0.1%
CCOP(=S)(OCC)SCC(=O)NC(C)(CC)C(=O)O (stereo not given) | 13% | 0% | 18% | 0% | 6% | i | 0.0 | 68 | -8% | 0.3%
c1ccc(CN2CCN(Cc3ccc4ccccc4c3)CC2)cc1 | 123µM* | 9% | 6% | 0% | -2% | . | 2.1 | 74 | -7% | 0.3% | Dengue-2 NS5 capping pilot replicate=2.1
COc1ccc2c(c1O)[C@]13CCN(C)[C@H](C2)[C@@H]1CCC(=O)C3 | 16% | 8% | -13% | 2% | 1% | i | 0.2 | 54 | 1% | 1.0%
Fc1ccc(Cn2nnnc2C(c2ccc(F)cc2)N2CC=C(c3ccc(F)cc3)CC2)cc1 (stereo not given) | 2% | 19% | 13% | 2% | 6% | i | -0.9 | 98 | -4% | -0.6%
Cc1cc(/C=C2\C(=O)NC(=O)N(c3ccc(Cl)cc3)C2=O)c(C)n1-c1sc2c(c1C#N)CCCC2 | 19% | 17µM* | 8% | 0% | -6% | i | 2.3 | 71 | -19% | -0.1%

Screening results deposited in PubChem BioAssay by several laboratories.
